B2AR arrestin: recruits beta-arrestin to the human beta2-adrenergic receptor. beta-arrestin recruitment to beta2AR, cell-based reporter. Potency, µM (top dose mostly 46.1 µM), inactives show at the top dose activation, actives largely listed as activators. 330,000 compounds, 0.02% hits. AID 492947;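 note: potency is the fitted concentration of half-maximal effect; 0% = DMSO controls and full agonism = EC100 isoproterenol or metaproterenol; nearly all actives have a fitted effect of over 65% in size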
hERG WT inh: blocks the wildtype human KCNH2 potassium channel; U2OS, BacMam KCNH2, thallium flux FluxOr; hits give low values; activity change, % at 1.84 µM; 340,000 compounds, 0.37% hits;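 active = maximum activity change below -70%; inconclusive = maximum activity change between -70% and -50%; inactive = maximum activity change above -50%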; note: % is set by controls: 0 for no effect and ±100 for the full control effect
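U2OS cells were transduced with wild-type KCNH2 virus (2.03 x 10^8 / mL) for 4 h at room temperature, then cultured overnight at 37 C. Thallium flux was read with FluxOr dye. Rate constants were normalized to DMSO controls.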
KCNH2 3.1 block: blocks the human KCNH2 3.1 channel isoform; AID 720553; activity change, % (tested at about 1.8 µM); U2OS KCNH2 3.1, thallium flux FluxOr; hits give low values; 340,000 compounds, 0.95% hits;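 active = maximum activity change below -70%; inconclusive = maximum activity change from -70% to -50%; inactive = maximum activity change above -50%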;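 note: thallium influx rate constant from kinetic fluorescence after stimulation buffer; % is set by controls: 0 for no effect and ±100 for the full control effect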
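Kinetic fluorescence (2 min after stimulation buffer) measures Tl+ influx through KCNH2 3.1 expressed by viral transduction in U2OS cells; the rate constant is normalized against DMSO controls serving as positive and negative references.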
USP2a block: inhibitors of human ubiquitin-specific protease USP2a; USP2 core, Ub-CHOP2 coupled fluorogenic reporter, 485/531; O75604; Potency, µM (titrated, usually from 38.3 µM), without a hit: top-dose activity change, negative = inhibition, hits mostly inhibitors; 330,000 compounds, 0.01% hits; AID 463254;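 note: potency is the fitted concentration of half-maximal effect; plate controls were DMSO wells for no effect and full inhibition by NEM control for full effect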
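Cell-free coupled assay: 10nM USP2 core preincubated 30min RT with compound in Tris-HCl pH 8.0/CaCl2/CHAPS buffer, then 25nM Ub-CHOP2 and 25nM reporter substrate; fluorescence (Ex 485/Em 531) read after 60min RT, normalized to NEM inhibition, concentration-response curves fitted.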
TRPV1 ag: human TRPV1 agonism; Q8NER1; TRPV1-expressing cells, Fluo-8 calcium influx, agonist mode; activation, % at 8.33 µM; 320,000 compounds, 0.19% hits; AID 540275; in the data active = activation above about 80%; inconclusive = between about 30% and that limit; note: 0% is about no effect
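Fluo-8 calcium influx in TRPV1-expressing cells, kinetic read (ex 480/em 520 nm). Compound added and read 3 min for agonist activity, followed by capsaicin at EC20 final and 2 min further read for enhancement.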
PKM2 act: PKM2 (human) enzyme activation; P14618; purified PKM2, Kinase-Glo ATP luminescence, activation; response scale: 0% is enzyme alone, no compound; Potency, µM (highest dose often 57.5 µM), inactives show at the top dose activation, usual class: activators; 260,000 compounds, 0.34% hits; AID 1631; note: potency is the fitted concentration of half-maximal effect; % is set by controls: 0 for no effect and ±100 for the full control effect; nearly all actives have a fitted effect of over 55% in size
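Purified hPK-M2 (>95%) run at intermediate activity with 0.1 mM ADP and 0.5 mM PEP in 50 mM imidazole pH 7.2, KCl, MgCl2; 1 h room temperature. ATP formed read by Kinase-Glo luminescence; normalized to uninhibited and no-enzyme controls.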
FBPA coupling cs: coupling enzyme interference in Giardia aldolase counter-screen; coupling enzyme system counterscreen, AmpLite Red fluorescence; 290,000 compounds, 0.67% hits; activity change, negative = inhibition, % at 58.2 µM, hits read low; in the data active = activity change below about -30%; note: % is set by controls: 0 for no effect and ±100 for the full control effect
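Coupling enzymes only (glyceraldehyde-3-phosphate) + compound, at 57.5 uM final, 10 min RT; add substrate/coupling/AmpLite Red mix, 20 min RT; fluorescence ex 525/em 598 nm. Actives flag coupling-system interference.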
CXXC DNA block: inhibitors of human MLL CXXC domain-DNA interaction; Q03164; MLL-CXXC / FITC-HOXA9 DNA fluorescence polarization; Potency, µM (titrated, usually from 115 µM), without a hit: at the highest dose activity change, negative = inhibition, hits mostly inhibitors; 290,000 compounds, 0.037% hits; active = well fitted inhibition curve with a large enough effect in the polarisation, with a control signal flat, not every such curve was filed as active; inconclusive = small, poorly fitted or top-dose-only effect, or effect the other way, or a change in a side signal; inactive = no such curve, though single readings can be large or run the other way; the % refers to the polarisation; note: potency is the fitted concentration of half-maximal effect
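Purified MLL-CXXC (added from a 7 uM solution) was preincubated 5 min at ambient with pinned compounds in 50 mM Tris-HCl pH 7.5, 50 mM NaCl, 1 mM DTT, 0.05% BSA. Fluorescein-labeled HOX-A9 DNA (50 nM solution) followed, 30 min, then polarization read.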
Giardia killer: Giardia lamblia killing | Giardia lamblia trophozoite viability | activity change, % at 7.66 µM, hits read low | 340,000 compounds, 0.15% hits | AID 540267; in the data active = activity change below about -80%; inconclusive = between about -30% and that limit;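 note: parasites exposed to compound for two days anaerobically before the ATP read; % is set by controls: 0 for no effect and ±100 for the full control effect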
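Anaerobic 48 hrs incubation at 37 deg C of 100 trophozoites/well with test compounds; ATPLite 1-Step luminescence, 15-30 min RT, reports cellular ATP as viability.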
Menin MLL FP TR: menin-MLL binding inhibition, Texas Red mutant peptide | O00255 | Menin + Texas Red MLL mutant peptide, fluorescence polarization | Potency, µM (top dose mostly 61.6 µM), for the others: at the highest dose FP activity change, negative = inhibition, usual class: inhibitors | 270,000 compounds, 0.23% hits | AID 1768; active = well fitted inhibition curve with a large enough effect in the polarisation, with a control signal flat, not every such curve was filed as active; inconclusive = small, poorly fitted or top-dose-only effect, or effect the other way, or a change in a side signal; inactive = no such curve, though single readings can be large or run the other way; the % refers to the polarisation; note: potency is the fitted concentration of half-maximal effect; % of control where 0% means no effect; many of its hits are not listed in these tables
GALK inhibitor: inhibitors of human galactokinase; AID 1868; Potency, µM (doses to about 57.5 µM), for inactives: top-dose activity change, negative = inhibition, hits mostly inhibitors; 270,000 compounds, 0.007% hits; Purified GALK, Kinase-Glo residual ATP luminescence; note: potency is the fitted concentration of half-maximal effect; % is set by controls: 0 for no effect and ±100 for the full control effect
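Kinase-Glo Plus luminescence measured ATP left after a 1 h room-temperature reaction. The reaction used 5 nM GALK, 100 uM galactose and 35 uM ATP at pH 8.0 (20 mM HEPES, 5 mM MgCl2, 60 mM NaCl, 1 mM DTT, 0.01% BSA).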
* hit, by the source's call; ? = inconclusive; . = no result given; & = joins results of further samples; [ ] = remark or other dose. Unless noted, calls come from the whole dose curve; as a rule, active = well fitted curve in the direction sought with a large enough effect; inconclusive = small, poorly fitted or top-dose-only effect, or another doubt; inactive = no such curve, though single readings can be large; an effect the other way counts as inactive or inconclusive. An excerpt; rates above refer to the full screens.

SMILES	B2AR arrestin	hERG WT inh	KCNH2 3.1 block	USP2a block	TRPV1 ag	PKM2 act	FBPA coupling cs	CXXC DNA block	Giardia killer	Menin MLL FP TR	GALK inhibitor
O=C(NCc1cccnc1)C1CCCCN1S(=O)(=O)c1ccc(F)cc1 (stereo not given)	-0.4%	-8	5	-2%	1	0%	3	5%	-9	-1%	-1%
O=C(NCCC1=CCCCC1)c1ccc(=O)oc1	-0.1%	-4	2	2%	10	-1%	4	-5%	-11	1%	3%
COc1ccc(N2CCN(C(c3ccc4ncccc4c3)c3nnnn3C(C)C)CC2)cc1 (stereo not given)	-0.7%	10	23	1%	-3	2%	0	1%	10	.	3%
Cc1ccc(C(=O)Nc2c(C)n(C)n(-c3ccccc3)c2=O)cc1	-0.5%	-5	15	0%	-2	-5%	0	4%	1	1%	7%
CC1(C)Cc2c(c(-c3ccccc3)nc3sc4c(=O)[nH]c(=S)[nH]c4c23)CO1	-0.5%	-6	14	-1%	-2	-8%	-1	-11%	-6	.	.
CCCCCn1c(C(Cc2ccccc2)NC(C)=O)nc2ccccc21 (stereo not given)	-0.2%	-28	-6	0%	?	-5%	-1	-11%	-10	-13%	-2%
Cc1ccc(NS(=O)(=O)c2coc(C(N)=O)c2)cc1F	-0.1%	-12	-1	0%	1	2%	3	.	4	12%	.
NC(=O)CSc1nnc(COc2ccccc2)n1C1CCCCC1	0.1%	9	-1	4%	1	-1%	0	12%	5	?	-2%
OCCCNc1cc(-c2ccnc(Nc3cccc(Cl)c3)n2)ccn1	-0.4%	-6	-7	-2%	11	-6%	-2	-20%	-29	.	-4%
COc1cc(C(CC(=O)N2CCN(c3ccccc3)CC2)c2c(OC)cc(OC)c3ccc(=O)oc23)cc(OC)c1OC (stereo not given)	-1.0%	.	.	0%	0	-1%	0&0	9%	16&10	-6%	5%
COc1cc(-c2nnc(SCC(=O)O)n2-c2ccccc2)cc(OC)c1OC	0.3%	5	-1	2%	-1	-13%	3	-2%	26	1%	3%
CC1CC(C)CN(CCCCOc2ccc([N+](=O)[O-])cc2)C1 (stereo not given)	-0.1%	?	-99*	-5%	-2	-4%	4	?	-2	-6%	.
O=C(CN(C(=O)Cn1nnc(-c2ccccc2F)n1)c1cccc2c1CCCC2)NCc1ccccc1	0.2%	-5	-4	2%	2	0%	-2	14%	-7	-1%	-2%
CC(=O)Nc1ccc(NCc2ccc(C)s2)cc1	-1.1%	-6	-7	0%	-1	1%	6	-5%	-13	2%	2%
COCCCNC(=O)CN(c1cc([N+](=O)[O-])ccc1OC)S(C)(=O)=O	-0.7%	-1	-3	-2%	1	2%	0	-6%	9	23%	0%
Cc1cccc(NC(=O)c2cc3c(=O)n4ccccc4nc3n(CC(C)C)c2=N)c1	0.4%	-118*	-98*	1%	3	-1%	0	5%	1	2%	8%
CC1(C)N([O-])C2=C(CCCC2)[N+]1=O	0.4%	1	-22	1%	2	-1%	-1	0%	-18	2%	5%
Cc1ccc2c(c1)C(c1ccccc1)N(C(=O)c1ccc(Br)cc1)CC(=O)N2 (stereo not given)	0.2%	3	-26	1%	28	.	-1	-5%	18	-19%	2%
Cc1cc(C)c(S(=O)(=O)N2CCN(c3ccccn3)CC2)c(C)c1	0.2%	-8	0	-2%	16	.	.	.	-6	.	.
CC(=O)c1c(OCC(=O)N(C)C2CCCCC2)ccc2c(C)cc(=O)oc12	-0.1%	20	4	8%	.	.	.	.	5	.	.
Cc1c(C(=O)NCC2CCCO2)cccc1[N+](=O)[O-] (stereo not given)	0.0%	7	-5	3%	2	-10%	1	6%	7	-13%	1%
CC(NC(=O)Cc1ccccc1)C(=O)O (stereo not given)	0.1%	-17	-14	-1%	-1	.	.	.	-9	.	.
CCN1CCN(CCC2Oc3cc([N+](=O)[O-])ccc3NC2=O)CC1 (stereo not given)	0.7%	-3	-5	3%	3	0%	1	-17%	-11	24%	0%
COC1CCCCC1NS(=O)(=O)c1ccccc1 (stereo not given)	-0.1%	4	6	0%	2	10%	3	-5%	6	-10%	0%
CCOC(=O)c1sc(=NC(=O)/C=C/c2ccccc2)n(C)c1C	0.0%	-2	-3	1%	-1	-14%	1	-3%	11	12%	8%
c1ccc(Cc2nnc3sc(-c4ccc5c(c4)OCCO5)nn23)cc1	-0.1%	2	10	6%	.	0%	-1	-1%	-14	6%[11.7 µM]	2%
COC(=O)C1CN(S(=O)(=O)c2ccc(C)cc2)CCN1S(=O)(=O)c1ccc(C)cc1 (stereo not given)	0.2%	0	-19	1%	11	30%	0	?	7	11%	0%
Cc1ccccc1C(=O)Nc1ccc(S(=O)(=O)N2CCOCC2)cc1	0.3%	8	-13	1%	0	.	-1	17%	14	8%	-1%
CCOc1ccc(-n2c(N)c(C(=O)NCC3CCCO3)sc2=S)cc1 (stereo not given)	-1.0%	0	16	-1%	-3	2%	-9	-8%	-14	-26%	-1%
CC(C)(CNc1ccc([N+](=O)[O-])cc1Cl)N1CCOCC1	0.4%	21	6	3%	3	-2%	-1	8%	13	4%	1%
O=C(c1cnn(C(=O)c2cccc(S(=O)(=O)N3CCOCC3)c2)c1)c1ccccc1O	-0.2%	-8	18	-1%	4	-1%	0	9%	-8	20%	-1%
CCCCn1c(CN2CCN(C(=O)OCC)CC2)nc2c1c(=O)[nH]c(=O)n2C	0.0%	-13	2	1%	-5	2%	0	10%	-26	3%	-3%
O=C(NCC(=O)N(CC1CCCO1)C1(C(=O)NC2CCCCC2)CCCCC1)c1ccccc1 (stereo not given)	-1.2%	5	25	2%	13	-7%	-3	-1%	-11	-8%	0%
COc1cc(NC(=O)c2ccc(N3CCCC3=O)cc2)cc(OC)c1	4.2%	15	10	2%	.	.	.	.	-2	.	.
CCOC(=O)C(NC(=O)NCc1cccc(C(F)(F)F)c1)(OCC)C(F)(F)F (stereo not given)	0.2%	99	-1	0%	2	6%	-13	7%	14	4%	0%
Cc1cccc(NC(=O)C23CCC(C)(/C(=N/O)C2)C3(C)C)c1 (stereo not given)	0.0%	-32	-6	4%	1	-2%	3	4%	5	16%	1%
Cc1cccc(C)c1N(CC(=O)NCc1ccc(F)cc1)C(=O)c1csnn1	0.0%	29	32	8%	1	2%	0	-1%	1	-6%	-2%
COc1ccccc1C(N)=S	0.0%	2	7	-7%	0	-10%	3	24%	-1	-2%	3%
O=S(=O)(c1ccc(Br)cc1)N1CCN=C1SCc1cccnc1	-1.0%	22	-15	2%	2	22%	-5	2%	-3	3%	7%
Cn1c(=O)oc2cc(S(=O)(=O)NC3CCCCCCC3)ccc21	0.6%	-1	1	4%	15	2%	5	10%	-8	3%	3%

In the list so far, 6 contain an aryl methoxy group:
SMILES	B2AR arrestin	hERG WT inh	KCNH2 3.1 block	USP2a block	TRPV1 ag	PKM2 act	FBPA coupling cs	CXXC DNA block	Giardia killer	Menin MLL FP TR	GALK inhibitor
COc1ccc(N2CCN(C(c3ccc4ncccc4c3)c3nnnn3C(C)C)CC2)cc1 (stereo not given)	-0.7%	10	23	1%	-3	2%	0	1%	10	.	3%
COc1cc(C(CC(=O)N2CCN(c3ccccc3)CC2)c2c(OC)cc(OC)c3ccc(=O)oc23)cc(OC)c1OC (stereo not given)	-1.0%	.	.	0%	0	-1%	0&0	9%	16&10	-6%	5%
COc1cc(-c2nnc(SCC(=O)O)n2-c2ccccc2)cc(OC)c1OC	0.3%	5	-1	2%	-1	-13%	3	-2%	26	1%	3%
COCCCNC(=O)CN(c1cc([N+](=O)[O-])ccc1OC)S(C)(=O)=O	-0.7%	-1	-3	-2%	1	2%	0	-6%	9	23%	0%
COc1cc(NC(=O)c2ccc(N3CCCC3=O)cc2)cc(OC)c1	4.2%	15	10	2%	.	.	.	.	-2	.	.
COc1ccccc1C(N)=S	0.0%	2	7	-7%	0	-10%	3	24%	-1	-2%	3%
